GAA glycogen mod: alters human alpha-glucosidase cleavage of glycogen; recombinant GAA, glycogen substrate, Amplex Red glucose oxidase fluorescence; Potency, µM (titrated, usually from 76.4 µM), for the others: at the top dose activity change, negative = inhibition, hits mostly inhibitors; 300,000 compounds, 0.38% hits;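 further: potency means the concentration at half of the fitted maximal effect; 0% = full enzyme reaction and -100% = no-enzyme basal signal; the screen sought inhibitors and activators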
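Recombinant human alpha-glucosidase (4 nM final) hydrolysed bovine liver glycogen (30 ug) for 40 min at 37 C in pH 5.0 citrate/phosphate with 0.01% Tween-20. Released glucose detected by glucose oxidase/Amplex Red, Ex 573/Em 610 nm. Compounds up to 77 uM; AC50 from Hill fits.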
HttQ103 aggreg: reduces HttQ103-GFP aggregates in PC12 cells | PC12 HttQ103-GFP aggregates, Acumen cytometry, 40 h | 220,000 compounds, 1.1% hits | Potency, µM (series often up to 46.1 µM), for inactives: at the highest dose activity change, negative = inhibition, actives largely listed as inhibitors; further: potency means the concentration at half of the fitted maximal effect; on the % scale 0 is the no-effect control and ±100 the full control effect; nearly all actives have a fitted effect of over 60% in size
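Aggregates are detected as GFP objects 1–25 µm with signal 6 STDEV over background in lysates of induced PC12 cells. These carry Huntingtin exon 1 with 103 glutamines fused to GFP under an ecdysone promoter; compounds titrated.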
aGlu spleen mod: inhibits or activates alpha-glucosidase in human spleen homogenate; Potency, µM (titrated, usually from 79.9 µM), for the others: top-dose activity change, negative = inhibition, usual class: inhibitors; 240,000 compounds, 0.006% hits; P10253; human spleen homogenate, 4-MU-alpha-glucoside fluorescence; AID 2112;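 further: potency means the concentration at half of the fitted maximal effect; 0% = enzyme with vehicle and -100% = no enzyme basal signal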
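Human spleen homogenate (1 ug) with 4-methylumbelliferyl-alpha-D-glucopyranoside (1 mM final) in 50 mM citrate/phosphate pH 5.0, 0.01% Tween-20; 40 min at 37 C. Stopped at pH 10; 4-MU fluorescence Ex 365/Em 440 nm; AC50 by Hill fit.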
Lamin A splicing: modulators of lamin A splicing. HeLa LMNA splicing GFP/RFP minigene ratio, 48 h. Potency, µM (titrated, usually from 46.1 µM), for inactives: at the top dose ratio change, negative = inhibition, usual class: inhibitors. 200,000 compounds, 0.01% hits. AID 1487; active means well fitted inhibition curve with a large enough effect in the signal ratio, with a control signal flat, not every such curve was filed as active; inconclusive means small, poorly fitted or top-dose-only effect, or effect the other way, or a change in a side signal; the % refers to the signal ratio; further: potency means the concentration at half of the fitted maximal effect; on the % scale 0 is the no-effect control and ±100 the full control effect
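S3 HeLa cells stably expressing lamin A-EGFP splicing minigene plus DsRed2, 600 cells/well, 48 h compound exposure at 37C. Laser-scanning cytometry; analysed as GFP (500-530 nm)/RFP (575-640 nm) total intensity ratio; 0.5% DMSO vehicle.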
CBFb RUNX1 block: blocks binding between human CBF-beta and RUNX1; 230,000 tested, under 10 active; Q01196+Q13951; AID 1477; AlphaScreen CBFb-His/RUNX1-biotin binding, biochemical; Potency, µM (titrated, usually from 59.8 µM), for the others: at the highest dose activity, negative = inhibition, most hits filed as inhibitors; further: % of control where 0% means no effect
Target sequence (Q01196 whole entry, looked up): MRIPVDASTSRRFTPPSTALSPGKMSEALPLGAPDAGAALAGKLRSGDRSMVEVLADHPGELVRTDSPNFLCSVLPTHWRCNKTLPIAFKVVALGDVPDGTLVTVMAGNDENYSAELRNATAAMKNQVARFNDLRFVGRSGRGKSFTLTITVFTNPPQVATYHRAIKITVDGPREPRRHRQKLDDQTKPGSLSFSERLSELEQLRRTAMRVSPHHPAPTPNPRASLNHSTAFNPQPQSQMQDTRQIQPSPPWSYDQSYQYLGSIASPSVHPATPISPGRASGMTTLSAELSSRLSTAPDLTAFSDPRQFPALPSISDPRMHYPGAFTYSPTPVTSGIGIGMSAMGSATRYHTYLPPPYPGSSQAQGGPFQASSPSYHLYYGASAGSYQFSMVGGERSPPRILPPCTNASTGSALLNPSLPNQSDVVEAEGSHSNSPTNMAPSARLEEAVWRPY
Target sequence (Q13951 whole entry, looked up): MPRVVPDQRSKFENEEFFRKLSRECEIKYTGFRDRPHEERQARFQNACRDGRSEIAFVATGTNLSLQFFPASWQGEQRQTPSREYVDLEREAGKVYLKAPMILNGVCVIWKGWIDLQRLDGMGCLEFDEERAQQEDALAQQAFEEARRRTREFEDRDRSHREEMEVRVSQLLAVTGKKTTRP
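Compounds were screened at multiple concentrations against a preformed CBF-beta(His)/RUNX1(biotin) complex (30 nM of each) for 15 min at room temperature, followed by 90 min with nickel and streptavidin beads and AlphaScreen reading.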
GAA inh: alpha-glucosidase (human) inhibition; P10253; purified human GAA, 4-MU-alpha-glucoside fluorescence; Potency, µM (titrated, usually from 76.9 µM), for the others: at the highest dose activity change, negative = inhibition, most hits filed as inhibitors; 200,000 compounds, 0.005% hits;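 further: potency means the concentration at half of the fitted maximal effect; plate controls were uninhibited enzyme wells for no effect and no-enzyme background for full effect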
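Human alpha-glucosidase, 4 nM, pre-mixed with test compounds before 400 uM 4-methylumbelliferyl substrate; 20 min room temperature at pH 5.0. Fluorescence read after pH 10 stop; AC50 values from Hill-equation fits.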
HTT cytoprotect: protects HTT-Q103 PC12 cells, measured by ATP | PC12 HTT-Q103 induced, cytoprotection, ATP luminescence, 40 h | Potency, µM (top dose mostly 56.4 µM), inactives show cytoprotection (ATP increase), usual class: activators | 230,000 compounds, 0.14% hits | AID 1471;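 further: potency means the concentration at half of the fitted maximal effect; % of control where 0% means no effect; nearly all actives have a fitted effect of over 45% in size; toxic huntingtin expression switched on by the ecdysone agonist tebufenozide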
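Readout: ATPlite luminescence (ATP level). Model: stable PC12, inducible Htt exon1 Q103-GFP. Inducer: tebufenozide, 100 nM final. Compounds: dose series. No G418 in medium.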
* marks the source's active call; other numbers are inactive results; ? = inconclusive; . = not tested or not shown; & = joins results of further samples; [ ] = remark or other dose. Unless noted, the call rests on the fitted dose curve; in most records, active means well fitted curve in the direction sought with a large enough effect; inconclusive means small, poorly fitted or top-dose-only effect, or another doubt; inactive means no such curve, though single readings can be large; an effect the other way counts as inactive or inconclusive.

Letters – A = GAA glycogen mod; B = HttQ103 aggreg; C = aGlu spleen mod; D = Lamin A splicing; E = CBFb RUNX1 block; F = GAA inh; G = HTT cytoprotect
CCc1c(C(C)S(=O)(=O)c2ccc(C)cc2)[nH]c(=O)n1-c1ccc(OC(F)(F)F)cc1 (stereo not drawn)
  A: -13% | B: -22% | C: -7% | D: -5% | E: 0% | F: -2% | G: -19%
NNC(=O)c1ccc(CSc2nc3ccccc3s2)cc1
  A: -26% | B: ? | C: 5% | D: ? | E: -16% | F: -5% | G: -18%
COc1ccc(S(=O)(=O)N(C)C)cc1NC(=O)COC(=O)c1nc2nccc(C)n2n1
  A: 6% | B: -13%[9.22 µM] | C: 3% | D: . | E: 1% | F: . | G: 35%[10 µM]
Cc1cc(C(=O)CCC(=O)N2CCN(S(=O)(=O)c3cccs3)CC2)c(C)s1
  A: 7% | B: -4% | C: -4% | D: -17% | E: -12% | F: ? | G: 4%[10 µM]
Cn1nnnc1SCc1ccccc1F
  A: 2% | B: 1% | C: -9% | D: 0% | E: 9% | F: -6% | G: 13%
COc1cc(-c2nc3n(n2)C(c2ccncc2)C(C(N)=O)=C(C)N3)cc(OC)c1OC (stereo not drawn)
  A: -19% | B: 16% | C: -1% | D: 1% | E: 2% | F: -14% | G: -4%
CCOC(=O)c1ccc(-n2c(=O)[nH]c3ccccc3c2=O)cc1
  A: ? | B: 7% | C: 8% | D: -1% | E: 3% | F: ? | G: 4%
Nc1ccccc1Nc1cccc(C(F)(F)F)c1
  A: 11µM* | B: 21% | C: . | D: ? | E: 7% | F: -5% | G: -17%[10 µM]
c1ccc(-c2csc(-c3ccc(-c4csnn4)cc3)n2)cc1
  A: 7% | B: 15%[9.22 µM] | C: 6% | D: . | E: 3% | F: . | G: 0%[10 µM]
O=C1COc2ccc(C(=O)COC(=O)c3sc4ccccc4c3Cl)cc2N1
  A: 13% | B: 7% | C: -25% | D: -10% | E: 7% | F: 7% | G: 8%[10 µM]
CC(CNS(=O)(=O)c1ccc(Br)cc1)CN(C)C (stereo not drawn)
  A: -6% | B: -17%[9.22 µM] | C: 3% | D: . | E: 4% | F: . | G: 2%[10 µM]
COC(=O)C1(C)NC(c2ccco2)C2C(=O)N(c3ccc(F)cc3)C(=O)C21 (stereo not drawn)
  A: 9% | B: -6%[9.22 µM] | C: -6% | D: 5%[46 µM] | E: 5% | F: 8% | G: -6%[10 µM]
Cc1nc2cc(F)ccc2n1C1CCN(S(=O)(=O)c2ccccc2)CC1
  A: -3% | B: ? | C: 0% | D: -3% | E: 7% | F: -3% | G: -15%
O=S(=O)(NCc1ccccc1)NCc1cccc(C(F)(F)F)c1
  A: 0% | B: -15% | C: 5% | D: -6%[46 µM] | E: -6% | F: -5% | G: 7%
Clc1ccc(-c2nnc(SCc3cn4ccsc4n3)n2CC2CCCO2)cc1 (stereo not drawn)
  A: -1% | B: -10% | C: -5% | D: 1% | E: 6% | F: -1% | G: 5%[1.9 µM]
CCOc1ccc(N(CCC#N)S(=O)(=O)c2ccc(OC)cc2)cc1
  A: 1% | B: -6% | C: -2% | D: -4% | E: 7% | F: 0% | G: -27%[0.074 µM]
CC(C)NC(=O)COC(=O)c1cncc(Br)c1
  A: 8% | B: -11% | C: -6% | D: 4%[46 µM] | E: 11% | F: 7% | G: 8%[10 µM]
COc1ccc(C(=O)NCC2OCCc3ccccc32)cc1 (stereo not drawn)
  A: 6% | B: 4% | C: -11% | D: -1% | E: 13% | F: 9%[15.4 µM] | G: -47%[inhibitor]
CCOc1ccc(NC(=O)c2ccc(CSc3nnnn3C)cc2)cc1
  A: -1% | B: -21% | C: -1% | D: -4% | E: 2% | F: 4% | G: 7%[0.074 µM]
O=C(c1ccc(F)cc1F)N1CCN(c2ncccn2)CC1
  A: 4% | B: -4% | C: -7% | D: 15% | E: -2% | F: 1% | G: -1%

Part of the list above, with bars between the fields.
smiles | GAA glycogen mod | HttQ103 aggreg | aGlu spleen mod | Lamin A splicing | CBFb RUNX1 block | GAA inh | HTT cytoprotect
CC(C)NC(=O)COC(=O)c1cncc(Br)c1 | 8% | -11% | -6% | 4%[46 µM] | 11% | 7% | 8%[10 µM]
COc1ccc(C(=O)NCC2OCCc3ccccc32)cc1 (stereo not drawn) | 6% | 4% | -11% | -1% | 13% | 9%[15.4 µM] | -47%[inhibitor]
CCOc1ccc(NC(=O)c2ccc(CSc3nnnn3C)cc2)cc1 | -1% | -21% | -1% | -4% | 2% | 4% | 7%[0.074 µM]
O=C(c1ccc(F)cc1F)N1CCN(c2ncccn2)CC1 | 4% | -4% | -7% | 15% | -2% | 1% | -1%

The listing continues.
Letters – A = GAA glycogen mod; B = HttQ103 aggreg; C = aGlu spleen mod; D = Lamin A splicing; E = CBFb RUNX1 block; F = GAA inh; G = HTT cytoprotect
CCCn1c(SCC(=O)NCc2ccccc2Cl)n[nH]c1=O
  A: 10% | B: -2% | C: -2% | D: 3%[46 µM] | E: 5% | F: 1% | G: 2%
CC(=O)N(C)N(C)c1cc(C)nc(N)n1
  A: 4% | B: -13%[9.22 µM] | C: 5% | D: . | E: 1% | F: . | G: 9%[10 µM]
CN1C[C@@H]2C(c3ccc(C(F)(F)F)cc3)C3(c4ccccc4)CC2(C3)[C@H]1c1ccccc1 (stereo partly drawn)
  A: -10% | B: ? | C: -2%&-3% | D: . | E: 4%&13% | F: . | G: -22%
Cc1cccc(CNc2ncnc3ccc(-c4ccccc4C#N)cc23)c1
  A: . | B: . | C: 8% | D: 19% | E: . | F: . | G: -4%
CCN(C(=O)CSc1nnnn1-c1ccccc1)c1c(N)n(Cc2ccccc2)c(=O)[nH]c1=O
  A: 5% | B: 5% | C: 3% | D: -18% | E: -4% | F: 10% | G: 19%[10 µM]
S=c1[nH]nc(-c2ccco2)n1/N=C/c1ccccc1Cl
  A: 3% | B: -11% | C: -4% | D: -8% | E: 2% | F: 3% | G: -14%[10 µM]
O=C1CC(c2ccccc2)CC2=C1C(c1ccccn1)Nc1ccccc1N2 (stereo not drawn)
  A: 3% | B: ? | C: -6% | D: -4% | E: 6% | F: -5% | G: 3%
NC(=O)C1CCN(C(=O)COc2cccc3ccccc23)CC1
  A: 4% | B: -2%[9.22 µM] | C: -10% | D: 10% | E: 1% | F: 1% | G: 10%
COC(=O)c1ccccc1NC(=O)CSCC(=O)Nc1ccccc1OC
  A: 7% | B: -5% | C: 0% | D: 7% | E: 5% | F: 1% | G: -8%
CC(C)On1c(SC(C)C)nc2ccccc2c1=O
  A: 1% | B: -3% | C: -3% | D: 14% | E: 7% | F: -7% | G: -18%
O=c1c2ccccc2n2c(-c3cccc(Cl)c3)nnc2n1Cc1ccccc1
  A: 0% | B: 5% | C: 1% | D: -16% | E: -2% | F: -3% | G: 22%[10 µM]
COc1cc2c(cc1OC)-c1cc(N3CCCc4ccccc43)nc(=O)n1CC2
  A: -26% | B: -4% | C: -12% | D: -2% | E: 6% | F: 0% | G: 3%
FC(F)(F)c1nnc2ccc(NCc3cccnc3)nn12
  A: -9% | B: -12% | C: 4% | D: ? | E: 29% | F: -2% | G: -13%[10 µM]
C=CCCCOc1ccc(C(=O)O)cc1
  A: -2% | B: 9% | C: -1% | D: 2% | E: 3% | F: -2% | G: 3%[1.9 µM]
Cc1ccc(Cl)cc1NC(=O)COC(=O)C1CCCC1
  A: -6% | B: 3% | C: -2% | D: 5% | E: 9% | F: -6% | G: 11%
Cc1ccccc1OCC(=O)NC(=S)Nc1ccc2c3c(cccc13)CC2
  A: 2% | B: 11% | C: 2% | D: 1% | E: 3% | F: 3% | G: 15%
CC1CC[C@@]2(OC1)OC1CC3C4CC[C@@H]5CC(O)CC[C@@]5(C)C4CC[C@]3(C)C1C2C (stereo partly drawn)
  A: . | B: . | C: 4% | D: . | E: 8% | F: . | G: 14%
CCN(c1ccccc1)S(=O)(=O)c1ccc(F)c(C(=O)O)c1
  A: 4% | B: 0% | C: 1% | D: ? | E: 1% | F: -2% | G: -1%
Cc1cc(OCC(=O)NCCN2CCOCC2)cc(C)c1Br
  A: 8% | B: 0% | C: 2% | D: ? | E: -1% | F: 0% | G: -7%
Cc1ccc(S(=O)(=O)N2CC3(C)CN(S(=O)(=O)c4ccc(C)cc4)CC(C)(C2)C3O)cc1 (stereo not drawn)
  A: 10% | B: 11% | C: 1% | D: -3% | E: -1% | F: -8% | G: -16%
COc1ccc(Cl)cc1NC(=O)C1CCCN(S(=O)(=O)c2cccc3nonc23)C1 (stereo not drawn)
  A: 4% | B: 0% | C: 2% | D: -10% | E: 2% | F: -6% | G: -8%[10 µM]
O=C(Nc1cccc(S(=O)(=O)C(F)F)c1)c1ccc(S(=O)(=O)N2CCCC2)cc1
  A: -8% | B: -32% | C: 10% | D: ? | E: -3% | F: -5% | G: .
Cc1cc(C)c(C(N)=O)c(Nc2cccc(Cl)c2C)n1
  A: -2% | B: 0% | C: -5% | D: -2% | E: 6% | F: -13% | G: 4%[0.074 µM]
C/C(CC(=O)NCCCN1CCOCC1)=N\NC(=O)COc1ccc(C)cc1
  A: -13% | B: 2% | C: 6% | D: -4% | E: 5% | F: -1% | G: -2%[10 µM]
O=C(COc1ccc([N+](=O)[O-])cc1Cl)Nn1cnnc1
  A: 6% | B: 0%[9.22 µM] | C: 10% | D: . | E: 3% | F: -9% | G: 3%[10 µM]
CCOC(=O)N(Cc1ccccc1)C(C(=O)O)C(C(=O)O)N(Cc1ccccc1)C(=O)OCC (stereo not drawn)
  A: 9% | B: 14% | C: -5% | D: ? | E: 1% | F: 2% | G: 1%[0.074 µM]
COc1ccc(N2CCN(CCNS(=O)(=O)c3cccc4nsnc34)CC2)cc1
  A: -3% | B: -4% | C: -5% | D: -11% | E: 2% | F: -7% | G: 24%[10 µM]
CCN(CC)S(=O)(=O)c1cccc(C(=O)OCC(=O)N2CC(=O)Nc3ccccc32)c1
  A: 6% | B: 29% | C: 4% | D: 11% | E: 2% | F: -1% | G: -17%[10 µM]

Compound activity: PubChem, National Center for Advancing Translational Sciences (NCATS)
